Screening data: PubChem BioAssay, National Center for Advancing Translational Sciences (NCATS)
TRHR ag: qHTS for Small Molecule Agonists and Allosteric Enhancers of Human TRH Receptor: Primary Screen for Agonists; Thyrotropin-releasing hormone receptor (Homo sapiens), P34981; TRHR cells, calcium flux fluo-8, FDSS agonist mode; 360,000 compounds, 0.18% hits; activation, % at 2 µM; in the data active = activation above about 30%; also: 0% is about no effect
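Read-out: compound-evoked intracellular calcium rise in TRHR cells, fluo-8 dye, kinetic FDSS fluorescence at 1 s/cycle following a 10-cycle baseline. Cells cultured overnight before dye loading (30 min–1.5 h, RT).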
D2 antagonist: HTS Assay for Allosteric Antagonists of the Human D2 Dopamine Receptor: Primary Screen for Antagonists. D(2) dopamine receptor (Homo sapiens), P14416. AID 485344, 2010. HEK293 TREx D2 cells, calcium flux, dopamine EC80. inhibition, % at 10 µM. 340,000 compounds, 2% hits; in the data active = inhibition above about 30%; also: 0% is about no effect
Target sequence (P14416 whole entry, looked up): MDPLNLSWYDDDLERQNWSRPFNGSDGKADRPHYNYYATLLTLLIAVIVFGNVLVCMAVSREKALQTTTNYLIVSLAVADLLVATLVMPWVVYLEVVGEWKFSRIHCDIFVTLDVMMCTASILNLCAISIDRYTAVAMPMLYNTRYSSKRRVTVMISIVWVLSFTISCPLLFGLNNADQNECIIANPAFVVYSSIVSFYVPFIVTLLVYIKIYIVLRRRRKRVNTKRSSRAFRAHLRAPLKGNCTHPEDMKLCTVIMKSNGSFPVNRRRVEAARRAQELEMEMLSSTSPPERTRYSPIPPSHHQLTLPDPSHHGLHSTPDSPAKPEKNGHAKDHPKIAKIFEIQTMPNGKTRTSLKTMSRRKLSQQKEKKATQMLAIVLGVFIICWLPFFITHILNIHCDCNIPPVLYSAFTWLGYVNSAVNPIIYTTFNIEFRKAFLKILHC
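Overnight-induced (tetracycline, 30 C) HEK293 T-REx cells carrying force-coupled D2 receive a no-wash calcium dye, then compound, then EC80 dopamine at 180 s; signals are read kinetically throughout.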
D2 agonist: HTS Assay for Allosteric Agonists of the Human D2 Dopamine Receptor: Primary Screen for Agonists; D(2) dopamine receptor (Homo sapiens), P14416; HEK293 T-REx D2 cells, calcium flux agonist mode; activation, % at 2 µM; 340,000 compounds, 0.53% hits;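 active = activation over 3 SD above normal in the single-dose calcium agonist read, cut at about 30% in these data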; also: 0% is about no effect
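Calcium-flux readout, 1 cycle/sec over 180 s following compound pin transfer, in inducible HEK293 Trex D2 cells (force-coupled); dopamine controls included. Positive calcium responses during this window marked compounds as potential agonists.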
rTrxR1 inhibitor: qHTS Assay for Inhibitors of Mammalian Selenoprotein Thioredoxin Reductase 1 (TrxR1): qHTS; recombinant rTrxR1, NADPH fluorescence consumption, selenite substrate; Potency, µM (series often up to 114 µM), inactives show top-dose activity change, negative = inhibition, usual class: inhibitors; Thioredoxin reductase 1, cytoplasmic (Rattus norvegicus), O89049; AID 588453, 2011; 390,000 compounds, 1% hits; also: potency is read from the fitted curve at half-maximal effect; % is scaled to controls: 0 for no effect and ±100 for the full control effect; nearly all actives have a fitted effect of over 65% in size
Target sequence (O89049 whole entry, looked up): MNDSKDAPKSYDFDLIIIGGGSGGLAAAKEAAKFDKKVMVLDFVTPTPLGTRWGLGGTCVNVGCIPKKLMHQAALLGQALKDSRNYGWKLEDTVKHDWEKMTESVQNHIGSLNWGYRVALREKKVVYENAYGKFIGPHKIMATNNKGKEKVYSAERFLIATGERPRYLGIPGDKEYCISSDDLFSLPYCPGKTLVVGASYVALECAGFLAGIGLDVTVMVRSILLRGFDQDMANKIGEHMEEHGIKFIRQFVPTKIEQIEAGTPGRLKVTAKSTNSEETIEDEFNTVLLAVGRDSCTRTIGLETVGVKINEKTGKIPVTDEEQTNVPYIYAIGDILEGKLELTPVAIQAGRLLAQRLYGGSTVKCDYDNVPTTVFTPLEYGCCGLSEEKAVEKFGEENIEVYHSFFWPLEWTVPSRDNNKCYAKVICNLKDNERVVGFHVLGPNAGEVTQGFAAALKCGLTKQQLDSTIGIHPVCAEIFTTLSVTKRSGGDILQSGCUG
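Rat TrxR1 (90 nM in the dispensed reagent) was pre-reduced with 400 uM NADPH for 5 min at room temperature, then incubated with compound for 15 min. After 400 uM selenite was added, NADPH fluorescence (Ex 340/Em 450 nm) was followed for 8 min.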
Pin1 inh: qHTS Assay to Find Inhibitors of Pin1; Pin1 FP peptide displacement, HiFluor488, 10 min; Potency, µM (highest dose often 115 µM), inactives show at the top dose activity, negative = inhibition, most hits filed as inhibitors; 390,000 compounds, 0.009% hits; AID 504891, 2011; Peptidyl-prolyl cis-trans isomerase NIMA-interacting 1 (Homo sapiens), Q13526; active = well fitted inhibition curve with a large enough effect in the polarisation, with a control signal flat, not every such curve was filed as active; inconclusive = small, poorly fitted or top-dose-only effect, or effect the other way, or a change in a side signal; inactive = no such curve, though single readings can be large or run the other way; the % refers to the polarisation; also: potency is read from the fitted curve at half-maximal effect; % is scaled to controls: 0 for no effect and ±100 for the full control effect
TrxR1 substrate: qHTS Assay for Substrates of Mammalian Selenoprotein Thioredoxin Reductase 1 (TrxR1): qHTS; Thioredoxin reductase 1, cytoplasmic (Rattus norvegicus), O89049; purified TrxR1 substrate turnover, NADPH consumption readout; Potency, µM (doses to about 114 µM), for inactives: top-dose activity change, negative = substrate turnover; 390,000 compounds, 0.01% hits; also: potency is read from the fitted curve at half-maximal effect; % is scaled to controls: 0 for no effect and ±100 for the full control effect; nearly all actives have a fitted effect of over 50% in size
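Rat TrxR1, dispensed at 90 nM, was prereduced with 400 uM NADPH (final) for 5 min at ~22 deg C, then incubated with compound 15 min before 400 uM selenite. A first-read NADPH fluorescence drop versus no-compound background flagged substrates.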
TRHR enhancer: qHTS for Small Molecule Agonists and Allosteric Enhancers of Human TRH Receptor: Primary Screen for Enhancers; Thyrotropin-releasing hormone receptor (Homo sapiens), P34981; TRHR cells, fluo-8 calcium fluorescence, EC20 TRH enhancement; enhancement, % at 2 µM; 360,000 compounds, 0.66% hits; AID 493056, 2011; in the data active = enhancement above about 30%; also: 0% is about no effect
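Enhancer read-out: after compound pinning and an initial kinetic agonist-mode read, an EC20 of TRH (10 nM final) was injected and fluo-8 calcium signal (Ex 480/Em 530) followed at 1 s/cycle for 100 cycles in TRHR-expressing cells.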
USP1 inh: Inhibitors of USP1/UAF1: Primary Screen. Ubiquitin carboxyl-terminal hydrolase 1 (Homo sapiens), O94782. recombinant USP1/UAF1, Ub-Rhodamine cleavage fluorescence. Potency, µM (doses to about 57.1 µM), inactives show top-dose activity change, negative = inhibition, actives largely listed as inhibitors. 390,000 compounds, 0.23% hits. AID 743255, 2014; also: potency is read from the fitted curve at half-maximal effect; % is scaled to controls: 0 for no effect and ±100 for the full control effect; nearly all actives have a fitted effect of over 60% in size; inactives centre near -12
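1 nM enzyme complex + cpd, 15 min RT; start with Ub-Rho 150nM final; kinetic fluorescence ex 480/em 540, 6 reads q60 s. Buffer 50mM HEPES pH 7.8, 0.5mM EDTA, 0.1 mg/ml BSA, 1mM TCEP, 0.01% Tween-20.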
IDH1 R132H inh: qHTS for Inhibitors of mutant isocitrate dehydrogenase 1 (IDH1): qHTS; Isocitrate dehydrogenase [NADP] cytoplasmic (Homo sapiens), O75874; IDH1-R132H enzyme, NADPH consumption, diaphorase/resazurin fluorescence; Potency, µM (doses to about 76.6 µM), for inactives: at the highest dose activity change, negative = inhibition, usual class: inhibitors; 390,000 compounds, 0.093% hits; AID 602179, 2012; also: potency is read from the fitted curve at half-maximal effect; % is scaled to controls: 0 for no effect and ±100 for the full control effect; nearly all actives have a fitted effect of over 65% in size
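IDH1-R132H (0.5 ug/mL) preincubated 30 min with compound, then NADPH (0.016 mM) and alpha-KG (2 mM) added; 80 min at RT, pH 7.5. Remaining NADPH coupled via diaphorase/resazurin to fluorescence (540/590 nm); concentration-response curves normalized to no-enzyme control.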
The depositor's hits bear a star; ? = inconclusive; / = no result given; & = joins results of further samples; [ ] = dose if it differs, or a comment. Unless noted, calls follow the shape of the dose curve; as a rule, active = well fitted inhibition curve with a large enough effect; inconclusive = small, poorly fitted or top-dose-only effect; inactive = no such curve, though single readings can be large or run the other way. An excerpt; count on the stated rates, not on these rows.

SMILES	TRHR ag	D2 antagonist	D2 agonist	rTrxR1 inhibitor	Pin1 inh	TrxR1 substrate	TRHR enhancer	USP1 inh	IDH1 R132H inh
O=C(Nc1nc(-c2ccco2)c(-c2ccco2)s1)c1cnccn1	-0.5	16	-0.8	-14%	?	-3%	3	-22%	-1%
Cc1ccc(N2CC(C(=O)N/N=C/c3sccc3C)CC2=O)cc1 (stereo unspecified)	-1.6	-11	-1.6	-3%	1%	-9%	1	-14%	3%
CC(=O)c1cccc(N(C(=O)CNC(=O)c2ccco2)C(C(=O)NC2CCCC2)c2ccc(C)o2)c1 (stereo unspecified)	-0.1	-2	0.2	23%[57.1 µM]	0%	-19%[57.1 µM]	-4	-3%	-3%
CN(CCOc1ccc(Cl)cc1)C(=O)c1cc(S(=O)(=O)N2CCOCC2)ccc1N1CCCC1	-0.3	24	1.0	0%	7%	-7%	-11	-13%	-8%
Cc1ccc(-c2[nH]c3cc(C(N)=O)ccc3c(=O)c2O)cc1	0.8	-5	-0.1	8%[57.1 µM]	?	11%[57.1 µM]	10	-27%	-11%
CCOc1ccc(N(CC(=O)NCc2cccc(OC)c2)S(=O)(=O)c2c(C)noc2C)cc1	-0.1	-2	-0.5	4%	-11%	-9%	16	-3%	4%
O=c1c2cccnc2[nH]c(=S)n1CCCN1CCN(c2ccccc2F)CC1	0.4	116*	82*	-7%	-1%	-2%	14	-3%	0%
COc1ccc(OC)c(-c2oc3ccccc3c(=O)c2O)c1	0.2	/	/	3%	-2%	-3%	5	-13%	-6%
CCOC(=O)C(c1ccccc1)C(Nc1ccc(Cl)c(Cl)c1)c1ccccn1 (stereo unspecified)	-2.1	9	-4.0	19%	-6%	8%	-1	-25%	0%
COc1cc(NC(=O)C2CCN(c3cnc4ccccc4n3)CC2)cc(OC)c1OC	-0.5	/	-0.1	18%[57.1 µM]	-7%	8%[57.1 µM]	4	-15%	-5%
O=C1CSC(c2ccccc2)N1Nc1nc(N2CCOCC2)nc(N2CCOCC2)n1 (stereo unspecified)	-2.6	9	-0.5	3%[57.1 µM]	-9%	4%[57.1 µM]	7	-20%	0%
Cc1ccnc(NC(=O)c2ccc3c(c2)C(=O)N(CC(C)C)C3=O)c1	-3.1	-7	-0.1	30%	5%	3%	10	-26%	11%
COc1ccccc1NC(=O)CN1CCN(CC(=O)Nc2ccc(OCc3ccccc3)cc2)CC1	-0.6	-10	-0.7	1%[57.1 µM]	10%	-2%[57.1 µM]	-3	2%	4%
COc1ccc(NC(=O)c2c(NC(=O)c3ccncc3)sc3c2CCC(C(C)(C)C)C3)cc1 (stereo unspecified)	-0.4	/	0.3	12%	-1%	-5%	4	-7%	-19%
COc1cc(C(C)=O)ccc1Oc1ncccn1	0.5	-8	0.7	5%[57.1 µM]	1%	1%[57.1 µM]	-1	-6%	3%
CCOC(=O)CN1CC23C=CC(O2)C(C(=O)Nc2ccc(C(C)=O)cc2)C3C1=O (stereo unspecified)	0.5	11	0.6	8%[57.1 µM]	-2%	1%[57.1 µM]	-5	-3%	10%
O=S(=O)(c1ccc(Cl)cc1)c1nc(-c2ccco2)oc1SCc1ccccc1F	2.4	/	6.4	7%	34%[activator]	3%	-2	-24%	16%
COc1cccc(C(C(=O)Nc2ccc(F)cc2)N(C(=O)Cn2nnc3ccccc32)C2CC2)c1 (stereo unspecified)	/	/	/	18%	6%	6%[57.1 µM]	/	?	2%
COc1cccc(NC(=O)CNC(=O)c2ccc(C)o2)c1	0.3	-7	-0.3	17%[57.1 µM]	0%	8%[57.1 µM]	-1	-17%	2%
COc1ccc(-c2nn(-c3ccccc3)cc2/C=C/C(=O)NCCCn2ccnc2)cc1OC	1.4	-3	-0.7	-9%[57.1 µM]	0%	3%[57.1 µM]	2	-9%	-7%
Cc1cc(=O)[nH]c(SCc2cccc3ccccc23)n1	-1.5	-11	-1.4	8%[57.1 µM]	-2%	6%[57.1 µM]	-5	-14%	2%
CCCS(=O)(=O)N1CCN(C(=O)c2ccc(-c3ccccc3)cc2)CC1	0.1	1	0.2	7%[57.1 µM]	0%	12%[57.1 µM]	1	-10%	1%
CC(C)c1ccc(NC(=O)CCN2C(=O)c3ccc([N+](=O)[O-])cc3C2=O)cc1	0.2	-11	-0.1	26%	-1%	3%	-3	1%	1%
O=C(C[n+]1ccccc1)c1ccc(Cl)cc1	0.5	-13	1.3	3%	-1%	-5%	0	-10%	-5%
Cc1cc(C(F)(F)F)nn1CC(=O)N(C)c1ccccc1	-0.4	/	/	26%	-1%	10%	3	-22%	6%
COc1cc(/C=C2\C(=N)N3N=C(S(C)(=O)=O)SC3=NC2=O)cc(OC)c1OCCOc1ccc(C)cc1	-0.8	-1	-2.4	-27%	?	-11%	-9	-22%	0%
CCC(C)NC(=O)NCc1ccccc1F (stereo unspecified)	-0.2	-2	0.0	20%[57.1 µM]	-1%	-4%	1	?	6%
Cc1ccccc1NC(=O)NC1(C(=O)NCc2ccco2)CCCCC1	0.2	-1	-0.6	-8%[57.1 µM]	-9%	-3%[57.1 µM]	-10	-9%	-9%
CCOc1ccc(NC(=O)CN(C)C(=O)c2c(C)nn(-c3ccc(F)cc3)c2Cl)cc1OCC	-0.1	-14	0.4	-12%	4%	-14%	10	-8%	0%
Cn1nc(C(=O)Nc2ccccc2N2CCOCC2)ccc1=O	0.0	-35	0.6	-3%	-3%	-13%	-1	-9%	0%
O=C(c1ccc(N2CCOCC2)c([N+](=O)[O-])c1)N1CCCC(C(F)(F)F)C1 (stereo unspecified)	0.4	-7	-1.7	17%	7%	-1%	13	-9%	14%
O=C(O)CSc1nnc(-c2ccccc2)c(-c2ccccc2)n1	0.2	/	/	?	0%	-14%	1	-25%	0%
COc1ccc(-c2cc(C)no2)cc1S(=O)(=O)N1CCc2ccccc21	0.7	/	0.4	16%[57.1 µM]	57%[activator]	1%[57.1 µM]	1	?	-12%
CN1C(=O)/C(=C2\SC(N3CCCCCC3)=NC2=O)c2ccccc21	-0.3	12	0.5	8%	?	-2%	11	-4%	6%
COc1ccccc1CN(C)C(=O)c1cc(-c2cccs2)nc2ccccc12	-0.6	2	0.9	24%	?	41%[activator]	-5	-19%	5%
CC[C@@H](C)C(NC(=O)OC(C)(C)C)c1cn([C@@H](Cc2ccc(O)cc2)C(=O)N2CCN(C(=O)OC(C)(C)C)CC2)nn1 (stereo partly specified)	-0.2	-3	0.1	17%[57.1 µM]	3%	8%[57.1 µM]	0	-17%	-8%
N#CCCn1cc(C(N)=O)c(-c2ccc3ccccc3c2)n1	0.1	/	/	7%[57.1 µM]	-7%	-7%[57.1 µM]	9	-9%	2%
Cc1cccc2c(C(=O)Nn3cnnc3)cc(-c3ccccc3Cl)nc12	-0.1	-2	0.7	22%[57.1 µM]	5%	6%[57.1 µM]	-2	-16%	6%
CCc1ccc(Nc2ncc3c(n2)CC(C)CC3=O)cc1 (stereo unspecified)	-1.1	-8	-0.1	25%[57.1 µM]	-8%	-4%[57.1 µM]	-1	-9%	2%
COc1ccc(C(=O)OCC(=O)Nc2ccc(Cl)cn2)cc1	0.5	2	-0.1	15%[57.1 µM]	5%	-9%	-2	-24%	0%
CNC(=O)CN1C(=O)COc2ccc(S(=O)(=O)N3CCCCCC3)cc21	-0.3&-2.0	1	-1.5	11%&25%	-6%&1%	7%&7%	-9&-2	-8%&-13%	-6%&-7%
CC(C)CC(COCc1ccc(Cl)cc1)N1CCN(C(=O)c2cccc(C(F)(F)F)c2)CCC1=O (stereo unspecified)	-0.2	-17	0.1	17%	-3%	-2%	-4	-31%	5%
